Screens: PubChem BioAssay, several laboratories
OX1R antagonist: blocks the human orexin 1 receptor; O43613; CHO/OX1R cells, Fluo-8 calcium fluorescence, orexin A; inhibition, % at 5 µM; 0.43% of 330,000 active;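 active = inhibition above its plate's threshold, mean inhibition of all tested compounds on the plate plus 3 SD, cut at about 37% in these data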;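 also: 0% = orexin A challenge wells and 100% = SB-334867-A antagonist wells; not every result past the cut was called active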
Target sequence (O43613 whole entry, looked up): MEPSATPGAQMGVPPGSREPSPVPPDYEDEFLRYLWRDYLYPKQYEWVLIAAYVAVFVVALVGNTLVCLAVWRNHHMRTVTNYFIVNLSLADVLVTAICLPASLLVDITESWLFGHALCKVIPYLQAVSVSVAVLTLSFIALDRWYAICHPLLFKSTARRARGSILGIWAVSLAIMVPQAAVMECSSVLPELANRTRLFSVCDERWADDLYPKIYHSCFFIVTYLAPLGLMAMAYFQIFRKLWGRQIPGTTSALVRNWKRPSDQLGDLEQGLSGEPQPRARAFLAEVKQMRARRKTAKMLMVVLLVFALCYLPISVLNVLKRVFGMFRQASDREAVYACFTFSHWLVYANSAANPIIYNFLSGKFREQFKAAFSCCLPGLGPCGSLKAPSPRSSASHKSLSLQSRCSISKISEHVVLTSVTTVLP
CHT PAM: allosterically activates the human high affinity choline transporter; AID 488977; B-score at 10 µM; 0.49% of 310,000 active; CHT-expressing cells, membrane potential dye, choline EC20; active compounds read high; LV-AA mutant CHT in HEK293 cells; Q9GZV3;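 active = initial fluorescence not abnormally high and integrated response B-score, plate-corrected, over 3 SD above library mean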
Target sequence (Q9GZV3 whole entry, looked up): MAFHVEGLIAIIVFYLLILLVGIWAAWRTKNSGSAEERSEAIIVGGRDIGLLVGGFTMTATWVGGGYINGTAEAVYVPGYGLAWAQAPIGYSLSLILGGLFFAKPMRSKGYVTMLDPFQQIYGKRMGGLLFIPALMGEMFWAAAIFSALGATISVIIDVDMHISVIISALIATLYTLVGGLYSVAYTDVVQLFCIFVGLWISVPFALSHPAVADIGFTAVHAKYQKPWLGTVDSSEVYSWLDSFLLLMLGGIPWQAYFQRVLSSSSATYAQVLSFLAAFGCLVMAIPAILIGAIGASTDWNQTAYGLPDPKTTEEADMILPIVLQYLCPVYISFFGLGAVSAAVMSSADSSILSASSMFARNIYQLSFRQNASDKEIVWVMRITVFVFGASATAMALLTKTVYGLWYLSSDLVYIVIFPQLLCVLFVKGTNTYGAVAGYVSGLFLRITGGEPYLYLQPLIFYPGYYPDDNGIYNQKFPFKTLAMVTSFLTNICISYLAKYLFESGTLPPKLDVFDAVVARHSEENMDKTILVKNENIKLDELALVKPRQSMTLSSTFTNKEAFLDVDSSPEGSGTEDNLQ
Starred values were filed as active, the others as inactive; i = inactive; / = not tested or not shown; & = joins results of further samples.

Sequence of screens: OX1R antagonist, CHT PAM
COc1ccc(NC(=O)COc2nsnc2N2CCOCC2)cc1
  -1, i
C[C@@H]1NC(=O)[C@H](CCCN=C(N)N)NC(=O)c2cc([N+](=O)[O-])cc(I)c2OCC[C@@H](C(=O)NC(CC(=O)O)C(N)=O)NC1=O (some centres not stated)
  -9, i
CCOC(=O)c1cc(-c2ccccc2)n[nH]1
  -6, i
COc1ccc(N(C(=O)COc2ccc(C)cc2)S(=O)(=O)c2ccc(C)cc2)cc1
  -25, i
COc1ccc(-c2cc(C(F)(F)F)nc(SCC(=O)Nc3ccc4c(c3)OCO4)n2)cc1
  -11, i
CCC(C)[C@H](NC(=O)N1CCCCCC1)C(=O)O (some centres not stated)
  0, i
O=C(NC1CCCC1)c1cccc(S(=O)(=O)N2CCCC2)c1
  -14, /
O=C(CN1C(=O)S/C(=C/c2cc(Br)cs2)C1=O)N1CCOCC1
  -13, i
CC1(c2ccccc2Cl)NC(=O)N(CC(=O)NCCC2=CCCCC2)C1=O (configuration not stated)
  -19, i
CC(C)(C)C1CCc2c(C(=O)NNC(=O)/C=C/C(=O)O)csc2C1 (configuration not stated)
  -6, i
CCC(=O)c1cc(-c2nc3ccccc3n2C)n(C)c1
  -14, i
Cc1ccc(C(C)n2cc(C(=O)NCc3cccnc3)nn2)cc1 (configuration not stated)
  -20, i
CC1CC(C)CN(S(=O)(=O)N2CCCC(C(=O)NC3CCCCC3C)C2)C1 (configuration not stated)
  -22, i
COC(=O)c1c(C)oc2cc(Br)c(OCC(=O)C(C)(C)C)cc12
  -2, i
Cc1oc(-c2ccc(-c3ccccc3)cc2)nc1CN1CCN(CC(=O)N(C)C)CC1
  -20, i
CC1CCN(c2ccc(-c3cccc(NC(=O)C(F)(F)F)c3)nn2)CC1
  -18, i
COc1ccccc1N(CC(=O)NC1CCCCC1)C(=O)CNC(=O)c1cccs1
  -16, i
CN(C1CCCCC1)S(=O)(=O)c1cc2c(cc1Cl)NC(=O)CO2
  -15, i
Cc1cc(C)n2c(nc3ccccc32)c1C(=O)NCc1ccccc1
  -9, i
CCN1Cc2cc(OC)ccc2-c2ccccc2S1(=O)=O
  -9, /
Cc1ccc2c(c1)C1NC(=S)NC(C)(O2)C1C(=O)Nc1ccc(Cl)cc1 (configuration not stated)
  3, i
COCCNC(=O)c1ccc(N2CCC3(CC2)OCCO3)c([N+](=O)[O-])c1
  -5, i
CCn1c(NC(=O)c2cccs2)nc2ccccc21
  -28, i
CN1CCN(CC(=O)Nc2ccc(S(=O)(=O)N(C)C)cc2)CC1
  -7, i
Cc1cccn2cc(CNC(=O)C3CCCCC3)nc12
  -27, i
CSc1ncccc1C(=O)OCc1ccccc1Cl
  -39, i
NC(=O)[C@@H]1CCCNc2c(I)cc([N+](=O)[O-])cc2C(=O)N[C@@H](Cc2ccccc2)C(=O)N[C@@H](Cc2cnc[nH]2)C(=O)N1
  -10, i
COCC(=O)n1nc(-c2ccccc2)nc1NCc1ccc(F)cc1
  -18, i
C(#Cc1ccccc1)CN1CCN(c2ccccn2)CC1
  -13, i
CCOC(=O)c1cc(-c2ccccc2C)nn1CC1CC(c2cccnc2)=NO1 (configuration not stated)
  -14, /
CCn1cc(C(c2ccccc2)C(C(C)=O)[N+](=O)[O-])c2ccccc21 (configuration not stated)
  -24, i
CCCCn1nnc(NC(=O)COc2ccc(Cl)c(C)c2)n1
  -14, i
C/C(=N\NC(=O)c1nnn(-c2nonc2N)c1CN(C)c1ccccc1)c1ccc(O)cc1
  22, i
O=[N+]([O-])c1cc2c(c(CSc3nnc(Nc4ccccc4)s3)c1)OCOC2
  -11, i
O=C(CCS(=O)(=O)c1ccccc1)N1CCN(c2ccccc2)CC1
  -12, i
CC(C)(C)n1nnnc1CN1C2CCC1CC(NC(=O)Nc1ccccc1)C2 (configuration not stated)
  -10, i
COc1cccc(CC2(CO)CCCN(Cc3cn[nH]c3-c3ccccc3)C2)c1 (configuration not stated)
  -11, i
CN1/C(=C\C(=O)c2cccnc2Cl)C(C)(C)c2ccccc21
  -22, i
CCN(Cc1ccc2c(c1)OCO2)C(=O)CSc1nc(C)nc2sc(C)c(C)c12
  -32, /
CCOc1ccccc1Nc1ncccc1C(=O)N1CCCC1
  -7, i
CCN1CCN(Cc2cc(=O)oc3cc(C)cc(C)c23)CC1
  -4, 7.1*
CSCCC(NC(=O)c1ccco1)C(=O)OC(C)C(=O)NC(=O)NC1CCCCC1 (configuration not stated)
  1, i
CN(C)/C=C(\C#N)C(=O)N/N=C/c1ccccc1
  4, i
CC(C)c1nc(CNC(=O)CCc2nnc(-c3ccsc3)o2)cs1
  -39, i
Cc1csc(N/N=C/c2ccc([N+](=O)[O-])cc2)n1
  -14, i
COC(=O)c1ccccc1NC(=O)C1CC(=O)N(C2CCCCC2)C1 (configuration not stated)
  -28, i
COC(=O)CNC(=O)C(CCSC)NC(C)=O (configuration not stated)
  1, i
COc1cc2ncc(C(=O)c3ccccc3)c(N3CCN(Cc4ccccc4)CC3)c2cc1OC
  -31, i
Cc1ccc(C)c(S(=O)(=O)NCCC(=O)N2CCCC(C(N)=O)C2)c1 (configuration not stated)
  -21, /
CC(=O)c1cccc(NC(=O)NCCS(C)=O)c1 (configuration not stated)
  -11, i
CCN(Cc1ccccc1)C(=O)CSc1ncn[nH]1
  8, i
CCSc1nnc(-c2cccs2)o1
  -9, i
COCc1cc(C)n(CC(=O)NC(C)c2ccccc2)c(=O)c1C#N (configuration not stated)
  -26, i
C=CCn1c(=O)c(C(=O)Nc2ccc(C)cn2)c(O)c2ccccc21
  -1, i
COc1ccccc1N1CCN(C(=O)CNS(=O)(=O)c2ccc(Br)s2)CC1
  -23, i
O=C(c1ccc(-c2cccc(Cl)c2Cl)o1)N1CCOCC1
  -19, i
CCCc1nc2nc(C)c(NS(=O)(=O)c3ccc([N+](=O)[O-])cc3)c(=O)n2[nH]1
  -54, i
O=C(NCCNC(=O)c1ccccc1Br)c1cccnc1
  -4, i
NC(=O)NC(CC(=O)OCC(=O)NC(=O)NCc1ccco1)c1ccc(Cl)cc1 (configuration not stated)
  -9, i
O=C(c1ccc(Cn2c(=O)[nH]c3ccccc3c2=O)cc1)N1CCN(c2ccc(Cl)cc2)CC1
  -8, i

The listing continues.
Sequence of screens: OX1R antagonist, CHT PAM
CCOCCOC(=O)NCCCCCCNC(=O)OCCOCC
  -30, i
Cc1cc(Nc2ccccc2)n(C(=O)c2ccc(N)cc2)n1
  -11, i
CC(C)(C)c1cc[n+](/C(C(=S)NC2CC2)=C(/[O-])c2ccc(Cl)s2)cc1
  -11, i
COc1cc(S(=O)(=O)Nc2cccc(C)c2)ccc1N=Cc1c(C)[nH]n(-c2ccccc2)c1=O
  -27, i
COc1ccc(N(CC(=O)Nc2cc(Cl)ccc2OC)S(=O)(=O)c2c(C)noc2C)cc1
  -8, i
COC(=O)c1ccccc1NC(=O)c1cc2n(n1)C(C(F)F)CC(C(F)F)N2 (configuration not stated)
  -36, i
Cc1cccc(C)c1NC(=O)NC1(C(=O)NCCCN2CCOCC2)CCCCC1
  2, i
CN(C)/C(CN1CCN(C=O)CC1)=C1\N=C(c2ccccc2)OC1=O
  -4, i
Cc1cccc(N2CCN(C(=O)c3cc(S(=O)(=O)N(C)C)ccc3N3CCCC3)CC2)c1C
  -24, i
COc1cc(C2C(C#N)=C(N)Oc3cc(C)oc(=O)c32)ccc1OC(=O)N1CCOCC1 (configuration not stated)
  1, i
CCCC(C(=O)NCc1ccco1)N(C(=O)CNS(=O)(=O)c1ccccc1)c1ccccc1OC (configuration not stated)
  -20, i
Cc1cccc(C(=O)NC(NCc2ccco2)C(Cl)(Cl)Cl)c1 (configuration not stated)
  -14, i
CCC(=O)Nc1cccc(C2=NOC3(C2)C[C@H](C(N)=O)N(C(=O)c2ccc(Cl)cc2)C3)c1 (some centres not stated)
  -9, i
NC(=O)N/N=C/c1cn(CC(=O)Nc2ccc(F)cc2)c2ccccc12
  2, i
O=C(c1ccccc1)c1cccn1CC(=O)N1CCc2ccccc2C1
  -32, i
CCOc1ccc(-c2n[nH]c(C(=O)NN)c2C)cc1
  -37, i
COc1cccc(CNC(=O)CCN2C(=O)[C@@H]3Cc4ccccc4CN3C2=O)c1
  -12, i
CCN(Cc1cnn(C)c1)C(=O)c1ccc2nc(Cc3cccc(Cl)c3)oc2c1
  -20, i
CC(C)c1nc2ccccc2n1CCC(=O)O
  0, i
Cc1cc(F)ccc1S(=O)(=O)Nc1ccccc1C(=O)Nc1ccccc1N1CCOCC1
  -8, i
COc1ccc(OC)c(-n2c(=O)c3ccccc3c3ccccc3c2=O)c1
  -17, i
O=C(NCCC1=CCCCC1)C1CCC(CNc2nc(=S)[nH]c3ccccc23)CC1 (configuration not stated)
  -25, i
Cc1nc(OCC(=O)c2ccc(Cl)cc2)c(C#N)c2c1COC(C)(C)C2
  -30, i
Cc1sc2nc(C(C)Sc3n[nH]c(N)n3)[nH]c(=O)c2c1C (configuration not stated)
  -12, i
Cc1nn(-c2ccccc2)c(/N=C/c2ccc(O)cc2)c1-c1ccccc1
  -14, i
CCOC(=O)c1cc(-c2ccccc2)sc1NC(=S)Nc1cc(C)ccn1
  -3, i
COc1cc(C#N)c(NC(=S)N2CCOCC2)cc1OC
  -8, i
O=C(c1ccccc1Cl)c1c(O)c2ccccc2oc1=O
  -17, i
CC(Oc1ccc(Cl)cc1)C(=O)N1CCCc2ccccc21 (configuration not stated)
  -16, i
Cc1ccnc(NS(=O)(=O)c2ccc(NC(=O)C3C4C=CC(C4)C3C(=O)O)cc2)n1 (configuration not stated)
  2, i

Quoted at random: 4 records from the list.
Sequence of screens: OX1R antagonist, CHT PAM
Cc1nc(OCC(=O)c2ccc(Cl)cc2)c(C#N)c2c1COC(C)(C)C2
  -30, i
Cc1cc(Nc2ccccc2)n(C(=O)c2ccc(N)cc2)n1
  -11, i
CC(C)c1nc2ccccc2n1CCC(=O)O
  0, i
O=C(NCCC1=CCCCC1)C1CCC(CNc2nc(=S)[nH]c3ccccc23)CC1 (configuration not stated)
  -25, i

Arranged by number of heavy atoms (falling): some entries from above
Sequence of screens: OX1R antagonist, CHT PAM
COc1cc(C2C(C#N)=C(N)Oc3cc(C)oc(=O)c32)ccc1OC(=O)N1CCOCC1 (configuration not stated)
  1, i
COc1ccc(OC)c(-n2c(=O)c3ccccc3c3ccccc3c2=O)c1
  -17, i
CCOc1ccc(-c2n[nH]c(C(=O)NN)c2C)cc1
  -37, i

Remaining list, next part
Sequence of screens: OX1R antagonist, CHT PAM
Cc1[nH]c2ccccc2c1/C=N/NC(=O)c1cccc(S(=O)(=O)Nc2cccc(C(F)(F)F)c2)c1
  3, i
COc1ccccc1/C=N/NC(=O)c1csc(C)c1C
  -12, i
COCCn1c(=O)[nH]c2cc(C(=O)NCCN3CCN(c4cccc(Cl)c4)CC3)ccc2c1=O
  -28, i
COc1ccc(CN2CCN(c3ccccn3)CC2)c(OC)c1C
  -17&-21, i
COc1ccc(Cc2nnc(SCC(=O)c3ccc4c(c3)OCO4)o2)cc1
  -7, i
O=C(CCn1c(=O)[nH]c2ccccc2c1=O)N1CC=C(c2ccccc2)CC1
  -39, i
Cc1[nH]c(C)c(S(=O)(=O)Nc2cccc(Cl)c2C)c1C(=O)N1CCCCC1
  -18, i
COc1ccc(OC)c(N(CC(=O)O)S(=O)(=O)c2ccc(OC)c(OC)c2)c1
  -3, i
COC(=O)c1ccc(S(=O)(=O)N2CCC(O)CC2)n1C
  -11, i
CC(C)(C)NC(=O)CSc1nnc(-c2ccccn2)n1-c1ccccc1
  -1, i
Cc1ccc2cc(CCNS(=O)(=O)c3ccc(Br)cc3)c(=O)[nH]c2c1C
  -37, i
CCOc1cc(N2CCOCC2)c(OCC)cc1NC(=O)c1nn(CC)c(=O)c2ccccc12
  -14, /
CC(=O)Nc1cccc(Nc2nc(-c3ccccc3F)nc3ccccc23)c1
  -30, i
CC(=O)c1cccc(NC(=O)Nc2ccc3c(c2)N(C)C(=O)CS3)c1
  -10, i
CCCCn1c(N)c(N(CC(C)C)C(=O)c2ccc(-c3ccc([N+](=O)[O-])cc3)o2)c(=O)[nH]c1=O
  -10, i
Cc1ccccc1N1CC(C(=O)Nc2ccc(S(=O)(=O)N3CCOCC3)cc2)CC1=O (configuration not stated)
  -7, i
CCC(=O)c1cn(CC(=O)Nc2c(C)cccc2C)c2ccccc12
  -24, i
CC(=O)c1cnc2sccn2c1=O
  -5, i
Cc1ccc(COn2c(-c3ccc(Cl)cc3Cl)nc3ncccc32)cc1
  -13, 6.6*
COc1cc(OC)c(C2=NOC(C(=O)N3CCN(C(=O)c4ccco4)CC3)C2)cc1Cl (configuration not stated)
  -19, i
CN1C2CC(OC(=O)C(CO)c3ccccc3)CC1C1OC12 (configuration not stated)
  -4&-12, i
Cc1ccc2nc(NC(=O)COC(=O)c3ccncc3)sc2c1
  -17, i
O=C(NC1CCCCCCC1)c1cccnc1
  -19, i
O=C(CCC(=O)Nc1ccccc1)NCCO
  -11, i
CC(=O)c1ccc(NS(=O)(=O)c2cc3c(cc2C)N(C)CCO3)cc1
  -14, i
O=C1c2ccccc2C(=O)c2[nH]c(=O)[nH]c21
  -14, i
CCOC(=O)c1c(NC(=O)CSc2nnnn2C)sc(C)c1-c1ccc(C)cc1
  4, i
